GPR151 ag: activators of human GPR151, primary screen, cell-based, PathHunter beta-arrestin, luminescence; G-protein coupled receptor 151 (Homo sapiens), Q8TDV0; PathHunter beta-arrestin GPR151 cells; activation, % at 11.2 µM; 650,000 compounds, 1% hits; in the data active means activation above about 4.9%;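 further: 0% = median of compound wells and 100% = cells with positive control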
Target sequence (Q8TDV0 whole entry, looked up): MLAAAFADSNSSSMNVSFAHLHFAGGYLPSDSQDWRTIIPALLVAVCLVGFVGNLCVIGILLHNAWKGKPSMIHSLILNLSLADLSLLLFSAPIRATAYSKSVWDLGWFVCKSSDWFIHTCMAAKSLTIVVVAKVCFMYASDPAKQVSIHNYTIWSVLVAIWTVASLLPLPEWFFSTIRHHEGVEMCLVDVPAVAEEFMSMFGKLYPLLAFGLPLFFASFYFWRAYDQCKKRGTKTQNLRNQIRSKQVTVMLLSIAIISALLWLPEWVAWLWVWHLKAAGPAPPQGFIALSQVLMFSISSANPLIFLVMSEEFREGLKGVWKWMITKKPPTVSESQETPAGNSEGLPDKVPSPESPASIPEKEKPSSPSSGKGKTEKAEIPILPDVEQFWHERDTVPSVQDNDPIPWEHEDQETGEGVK
TEAD-YAP block: TEAD-YAP interaction inhibition, primary screen, TEAD-YAP interaction inhibitor project, luminescence, HEK-TIYL cells; 640,000 compounds, 1.4% hits; AID 1259422, 2018; TEAD-Gal4/YAP UAS-luciferase luminescence; inhibition, % at 9.12 µM; in the data active means inhibition above about 32%;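 further: 0% = median of test compound wells and 100% = reference inhibitor wells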
MITF primary: MITF inhibitors, primary screen, biochemical, AlphaScreen, human | Microphthalmia-associated transcription factor (Homo sapiens), O75030 | AlphaScreen MITF homodimerization, bead proximity signal | inhibition, % at 2.6 µM | 650,000 compounds, 0.91% hits; in the data active means inhibition above about 50%;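 further: 0% = vehicle wells with protein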
Target sequence (O75030 whole entry, looked up): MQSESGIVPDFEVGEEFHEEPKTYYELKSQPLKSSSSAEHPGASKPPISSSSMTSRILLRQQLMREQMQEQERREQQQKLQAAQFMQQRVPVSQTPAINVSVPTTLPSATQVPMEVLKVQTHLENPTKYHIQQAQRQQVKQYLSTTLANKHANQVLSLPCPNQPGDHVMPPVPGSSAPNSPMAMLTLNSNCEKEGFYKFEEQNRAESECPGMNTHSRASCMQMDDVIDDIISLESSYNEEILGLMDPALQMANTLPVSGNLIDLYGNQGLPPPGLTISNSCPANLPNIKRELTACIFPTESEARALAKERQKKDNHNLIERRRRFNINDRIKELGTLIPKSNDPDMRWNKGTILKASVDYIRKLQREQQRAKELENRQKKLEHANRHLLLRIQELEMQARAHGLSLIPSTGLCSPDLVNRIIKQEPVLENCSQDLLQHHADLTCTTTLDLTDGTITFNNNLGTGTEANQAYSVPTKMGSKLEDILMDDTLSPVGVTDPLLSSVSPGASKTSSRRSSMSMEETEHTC
FBW7 activator: FBW7 E3 ligase activators, primary screen, biochemical, AlphaScreen, human; F-box/WD repeat-containing protein 7 (Homo sapiens), Q969H0; AlphaScreen FBW7–phospho-cyclin E peptide binding, activator screen; normalized activity (activation), % at 26.1 µM; 650,000 compounds, 0.13% hits; AID 1259310, 2017; in the data active means normalized activity above about 1.9%;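 further: purified mutant Fbw7 with reduced substrate affinity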
Active calls of the source: *. Not a hit list, and some 3.4% of all compounds hit somewhere here.

The first 17 records, to show the layout:
SMILES	GPR151 ag	TEAD-YAP block	MITF primary	FBW7 activator
Cc1cc2c(cc1S(=O)(=O)CCC(=O)N1CCn3c1nc1ccccc13)OCC(=O)N2	-0.2	-8	1	0.1
COC(=O)c1c(S(N)(=O)=O)sc2c1CCN(C/C=C/c1ccccc1)C2	0.6	-1	-10	0.1
Cc1noc(C)c1C(=O)OCc1nc2ccccc2s1	0.2	-26	-1	0.1
NC(=O)c1ccc(Oc2ccc(F)cc2)c([N+](=O)[O-])c1	-1.7	-1	9	0.3
O=C(C1c2ccccc2C(=O)N2CCc3ccccc3C12)N1CCN(c2ccccn2)CC1 (stereo not given)	-1.1	-11	6	0.1
O=C(CC1C(=O)NCCN1Cc1ccc(F)cc1Cl)NCCN1CCOC1=O (stereo not given)	0.9	5	13	0.1
COc1cc(-c2nc(Nc3ccccc3F)c3ccccc3n2)cc(OC)c1OC	0.4	32*	-1	-0.2
COc1ccc(C2OC(=O)Cc3cc(OC)c(OC)cc32)cc1OC (stereo not given)	-0.6	11	7	0.0
CCOc1ccc(-n2cc(-c3ccccc3)c3c(NCc4ccc(C)cc4)ncnc32)cc1	-1.9	6	0	0.0
CCc1c(O)nc(SCC(=O)NC(C)(C)C)[nH]c1=O	-0.6	3	19	0.5
Cc1cc(C(=O)N/N=C/c2cccc([N+](=O)[O-])c2)c2ccccc2n1	2.0	12	6	-0.1
CC1=C(C#N)C(c2cccc([N+](=O)[O-])c2)C2=C(CC(c3ccccc3)CC2=O)N1 (stereo not given)	-1.2	13	12	0.4
Cc1c(C=O)c2ccccc2n1CC(=O)NC(C)c1ccccc1 (stereo not given)	-1.4	3	8	0.0
O=C(Cc1ccccc1)Nc1c(Cl)cccc1Cl	-0.3	8	2	0.4
COc1ccc(NC(=O)C(C)Oc2cccc(Br)c2)c([N+](=O)[O-])c1 (stereo not given)	0.9	0	13	-0.4
O=C(/C=C/c1ccccc1)N1CCC(n2nnc3cc(F)ccc32)CC1	2.0	-8	18	-0.1
C=CC[C@@H]1CC=C[C@@H](C)N1C(=O)CCC1(Cc2ccc3c(c2)OCO3)CCC(=O)N1 (stereo not given in full)	1.8	1	0	0.0

The whole of this part, previewed entries included:
SMILES	GPR151 ag	TEAD-YAP block	MITF primary	FBW7 activator
Cc1cc2c(cc1S(=O)(=O)CCC(=O)N1CCn3c1nc1ccccc13)OCC(=O)N2	-0.2	-8	1	0.1
COC(=O)c1c(S(N)(=O)=O)sc2c1CCN(C/C=C/c1ccccc1)C2	0.6	-1	-10	0.1
Cc1noc(C)c1C(=O)OCc1nc2ccccc2s1	0.2	-26	-1	0.1
NC(=O)c1ccc(Oc2ccc(F)cc2)c([N+](=O)[O-])c1	-1.7	-1	9	0.3
O=C(C1c2ccccc2C(=O)N2CCc3ccccc3C12)N1CCN(c2ccccn2)CC1 (stereo not given)	-1.1	-11	6	0.1
O=C(CC1C(=O)NCCN1Cc1ccc(F)cc1Cl)NCCN1CCOC1=O (stereo not given)	0.9	5	13	0.1
COc1cc(-c2nc(Nc3ccccc3F)c3ccccc3n2)cc(OC)c1OC	0.4	32*	-1	-0.2
COc1ccc(C2OC(=O)Cc3cc(OC)c(OC)cc32)cc1OC (stereo not given)	-0.6	11	7	0.0
CCOc1ccc(-n2cc(-c3ccccc3)c3c(NCc4ccc(C)cc4)ncnc32)cc1	-1.9	6	0	0.0
CCc1c(O)nc(SCC(=O)NC(C)(C)C)[nH]c1=O	-0.6	3	19	0.5
Cc1cc(C(=O)N/N=C/c2cccc([N+](=O)[O-])c2)c2ccccc2n1	2.0	12	6	-0.1
CC1=C(C#N)C(c2cccc([N+](=O)[O-])c2)C2=C(CC(c3ccccc3)CC2=O)N1 (stereo not given)	-1.2	13	12	0.4
Cc1c(C=O)c2ccccc2n1CC(=O)NC(C)c1ccccc1 (stereo not given)	-1.4	3	8	0.0
O=C(Cc1ccccc1)Nc1c(Cl)cccc1Cl	-0.3	8	2	0.4
COc1ccc(NC(=O)C(C)Oc2cccc(Br)c2)c([N+](=O)[O-])c1 (stereo not given)	0.9	0	13	-0.4
O=C(/C=C/c1ccccc1)N1CCC(n2nnc3cc(F)ccc32)CC1	2.0	-8	18	-0.1
C=CC[C@@H]1CC=C[C@@H](C)N1C(=O)CCC1(Cc2ccc3c(c2)OCO3)CCC(=O)N1 (stereo not given in full)	1.8	1	0	0.0
CC(Oc1ccc(Br)cc1)C(=O)NCc1ccccn1 (stereo not given)	-1.2	0	4	-0.4
O=C1NC(=S)S/C1=C\c1ccccc1OCc1cnc(Cl)s1	-0.5	3	21	0.3
Cc1ccc(C)n1C(Cc1ccccc1)C(=O)O (stereo not given)	-0.3	4	67*	-1.2
CCCCNC(CC(=O)Nc1c(C)cc(C)cc1C)C(=O)O (stereo not given)	1.6	-3	8	0.4
CCNCCC1CCC(=O)N1CC1OCCc2ccccc21 (stereo not given)	-0.1	-8	-1	-0.1
CC(C)CCNC(=O)CSc1nc(-c2ccccc2)cs1	-1.1	2	-3	0.1
Cc1nc(C)c(C(=O)Nc2ccc(C)c(Cl)c2)o1	-0.1	-10	-3	-0.1
Cc1ccc(C(=O)N2CCc3ccccc32)cc1	-1.3	-14	-5	0.0
CC(C)n1cnc2c(NCc3cccc(C(F)(F)F)c3)nc(-c3cccc(OC(F)(F)F)c3)nc21	-0.3	12	1	-0.1
COc1ccc(CCNC(=O)C2c3cc(OC)c(OC)cc3C(=O)N(C)C2c2ccc(OC)c(OC)c2)cc1OC (stereo not given)	-2.2	-12	2	-0.1
COc1cc(OC)nc(N2CCN(c3ccc(F)cc3)CC2)n1	-0.5	1	0	-0.1
CCCNC(=O)CSc1nnnn1-c1ccccc1	-0.2	-8	8	0.3
CC(=O)NC(Cc1ccccc1)C(=O)N1CCN(C(=O)c2ccco2)CC1 (stereo not given)	0.8	-5	2	0.0
CC(=O)c1cccc(NS(=O)(=O)c2cccc(S(=O)(=O)c3ccccc3)c2)c1	-1.1	-1	-5	0.2
COc1cc(OC)cc(C(=O)Nc2ccc(-c3ccc(NC(=O)c4cc(OC)cc(OC)c4)c(C(=O)O)c3)cc2C(=O)O)c1	-0.9	0	14	0.0
Cc1cc2ncc(-c3ccc(Br)cc3)nc2cc1C	0.3	-59	15	0.4
CCc1c(C)sc(NC(=O)c2ccc(Cl)cc2[N+](=O)[O-])c1C(N)=O	1.9	-10	-4	-0.1
CNc1ccccc1C(=O)OCC(=O)c1ccc(Br)s1	0.3	-3	-19	0.8
COc1ccc(C2CC(=O)C=C(NCc3ccccc3)C2)cc1 (stereo not given)	0.2	0	18	0.7
c1ccc(Cc2nc3sc4c(c3c3nnnn23)CCCC4)cc1	1.2	0	2	0.0
COc1ccc(-c2noc(CNC(=O)COc3ccc(Br)cc3)n2)cc1	0.7	6	-4	0.2
Cc1ccc(-c2nnc3s/c(=C\c4cccs4)c(=O)n23)cc1	1.0	-17	1	0.2
COc1cc(/C=C(\C#N)C(=O)c2ccc(O)c(O)c2)cc(I)c1O	-0.6	-1	85*	-0.2
Cc1cccc(C)c1-n1c(=S)[nH]c2[nH]ncc2c1=O	-0.5	0	12	0.1
Cc1ccc(-c2cc(C(=O)NCc3ccccn3)no2)cc1	-1.9	-13	2	-0.2
O=C1N[C@@H](Cc2ccc(Cl)cc2)C(=O)N2C[C@@H](NCc3cc(F)ccc3F)C[C@@H]12	-1.4	1	3	0.0
COC(=O)C1=C(N)N(c2ccc(C)cc2)C2=C(C(=O)CCC2)C1c1ccc([N+](=O)[O-])cc1 (stereo not given)	2.2	11	-4	0.0
O=C(CCC(=O)Nc1ccccc1)NN=C1CCCCC1	-0.7	5	-5	0.2
CC(C)(C)NC(=O)CN(Cc1ccco1)C(=O)CCC(=O)Nc1ccccn1	-0.5	9	9	0.9
O=C(CCN1N=C(c2ccccc2)CCC1=O)NCC1COc2ccccc2O1 (stereo not given)	-0.6	0	3	1.1
COc1ccc(C(=O)Nc2ccc(C(=O)NCC(C)C)cc2)cc1	1.8	3	7	-0.2
CCCCOc1ccc(C(CC(=O)NC)C(=O)O)cc1 (stereo not given)	0.2	-1	5	-0.3
CC(=O)Nc1nnc(-c2ccc(Cl)cc2Cl)s1	-0.7	-28	12	-0.2

Three compounds already listed, sorted by SMILES length, lowest first.
SMILES	GPR151 ag	TEAD-YAP block	MITF primary	FBW7 activator
Cc1ccc(-c2cc(C(=O)NCc3ccccn3)no2)cc1	-1.9	-13	2	-0.2
Cc1cccc(C)c1-n1c(=S)[nH]c2[nH]ncc2c1=O	-0.5	0	12	0.1
O=C1N[C@@H](Cc2ccc(Cl)cc2)C(=O)N2C[C@@H](NCc3cc(F)ccc3F)C[C@@H]12	-1.4	1	3	0.0

Next section:
SMILES	GPR151 ag	TEAD-YAP block	MITF primary	FBW7 activator
Cc1ccc2c(c1)N(CC(=O)Nc1ccccc1F)C(=O)C(C)O2 (stereo not given)	-0.4	8	1	-0.1
CCN(CC)S(=O)(=O)c1ccc(F)c(C(=O)OCCOc2ccc(C)cc2)c1	0.8	0	1	0.2
O=C(Cc1n[nH]c(=O)[nH]c1=O)N/N=C/c1cccc(Cl)c1	0.6	1	-6	0.0
c1ccc(COc2cccc(CN3CCN(c4ncccn4)CC3)c2)cc1	2.7	-5	7	0.0
COc1ccc(NC(=O)c2cccc(C#CC3(O)CCCCC3)c2)cc1	1.3	-7	9	0.1
O=C(CCc1ccccc1)NCC1Cc2cccc(-c3ncccn3)c2O1 (stereo not given)	2.4	2	5	-0.2
COCCCNC(=O)c1cc2c(s1)-c1c(C)cccc1OC2	-0.2	-24	6	0.0
COc1ccccc1CN[C@H]1C[C@H]2C(=O)N[C@H](C)C(=O)N2C1	-2.2	-6	5	0.2
O=C(Nc1ccc(O)c(-c2nc3ccccc3o2)c1)c1sc2ccccc2c1Cl	0.0	-13	-1	-0.1
CCCCOc1ccc(/C=C2\N=C(c3ccc(OC)c(OC)c3)OC2=O)cc1	-0.5	4	16	0.3
Cc1cccc(C(=O)NCC(=O)OCc2ccccc2)c1	0.9	-4	-1	0.0
CC(CC(=O)OCC(=O)Nc1nncs1)c1ccccc1 (stereo not given)	0.2	-2	6	0.1
CC(C)c1ccc(NC(=O)CCS(=O)(=O)c2ccc3c(c2)n(C)c(=O)c(=O)n3C)cc1	-0.1	2	0	-0.1
Clc1ccc(-n2ncc3c(NCc4ccccn4)ncnc32)cc1	0.9	-23	19	1.1
O=C(Cc1nnc(NC(=O)c2ccccc2)s1)N/N=C\c1cccc(O)c1	2.3	0	6	-0.2
COc1ccc(CCNc2nc(Nc3nc4ccccc4n3C)nc3c2ncn3CCN2CCCC2=O)cc1	0.6	18	13	0.1
CC(=O)N1c2ccccc2NC2=C(C(=O)CCC2)C1c1ccccc1 (stereo not given)	-1.2	37*	2	-0.1
Cc1[nH]c(C)c(Cl)c(=O)c1Cl	-1.9	-6	14	0.2
CC(=O)c1ccc(NC(=O)Cn2nc(C)n3cccc3c2=O)cc1	0.3	10	11	0.6
Cc1cccc(Nc2ccc([N+](=O)[O-])cc2C(=O)O)c1	-1.4	-5	9	-0.1
CN1C(=O)[C@H]2CN(Cc3cnn(-c4ccccc4)c3)CCN2C(=O)[C@@H]1Cc1ccccc1	-1.5	17	16	1.0
O=C1CCCN1CCn1cnc2c(NCc3ccccc3)nc(N3CCN(Cc4ccc5c(c4)OCO5)CC3)nc21	-0.5	-7	-12	-0.2
Cc1cnc(C(=O)OCC(=O)N(Cc2ccccc2)C(C)(C)C)cn1	-0.6	-3	-9	-0.2
O=C(O)C1CCC(Cn2c(SCc3ccc([N+](=O)[O-])cc3)nc3ccsc3c2=O)CC1 (stereo not given)	0.2	2	9	-0.1
CCCCNS(=O)(=O)c1ccc(OCC(=O)NCc2ccccn2)cc1	2.7	2	1	-0.1
Cc1cccn2c(CN3CCCC(c4ccccc4)C3)c(C(=O)N3CCOCC3)nc12 (stereo not given)	2.1	13	0	-0.2
CC1=CC2=NC(=O)/C(=C\c3cn(Cc4ccccc4F)c4ccccc34)C(=N)N2O1	-2.0	-6	21	0.6
O=C(NC1CC1)c1ccnc(Nc2cccnc2)c1	0.4	-6	5	-0.1
CCOc1ccc2ccccc2c1C=O	0.2	3	8	0.1
CC1=C(C(=O)Nc2ccccc2)C(c2ccc(N(C)C)cc2)NC(=O)N1 (stereo not given)	-0.2	-1	0	-0.1
C=CCNC(=S)Nc1ccc(S(=O)(=O)O)cc1	0.8	7	4	0.0
O=C(Cn1c(-c2cscn2)nc2ccccc21)Nc1ccccc1F	-0.5	-4	10	0.1
CC1=CC2=NC(=O)/C(=C\c3ccc(OCc4ccccc4Cl)cc3)C(=N)N2O1	-2.1	-19	-10	0.2
CN(CC(=O)N1CCCCC1)S(=O)(=O)c1cccc2cccnc12	0.9	3	4	-0.1
O=C(NCc1ccccc1)N1CCC(CO)(CC2CCCCO2)CC1 (stereo not given)	1.0	-3	-6	0.0
O=C1OCCC1Sc1ncnc2sccc12 (stereo not given)	2.9	3	-15	-0.1
COCC1CCCCN1Cc1nc(-c2ccc(OC)cc2)no1 (stereo not given)	0.1	-5	-6	0.2
CC(C)c1ccccc1NC(=O)COc1ccc(Br)cc1	-0.2	0	5	0.0
CN1CCN(C(=O)c2ccc(-c3ccc(C(=O)NCc4cccc(C(F)(F)F)c4)s3)cc2)CC1	-0.2	10	15	0.0
CCOC(=O)C1CCCN(c2c(N3CCN(c4ccc(F)cc4)CC3)c(=O)c2=O)C1 (stereo not given)	-1.5	-1	4	0.2
COc1ccc(NC(=O)c2cccn(OCc3ccccc3F)c2=O)c(OC)c1	0.6	3	8	0.0
NC(=O)Cc1nc(-c2ccc(Br)cc2)cs1	-1.2	-18	12	0.3

Compound activity deposited in PubChem by The Scripps Research Institute Molecular Screening Center.
